Source: PubChem BioAssay
SIAE primary: human SIAE inhibition, primary screen | Q9HAT2 | SIAE FP-Rh probe binding, fluorescence polarization | inhibition, % at 9.66 µM | 370,000 compounds, 0.69% hits;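 active = inhibition above a cutoff: mean of compounds within the control limits plus 3 SD of those, cut at about 17% in these data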;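 also: 0% = plate median of compound wells and 100% = probe without SIAE protein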
HTRA1 inhibitor: blocks human HTRA1 serine peptidase; inhibition, % at 5.96 µM; recombinant HTRA1, FP-rhodamine activity-based probe, fluorescence polarization; Q92743; 340,000 compounds, 0.5% hits; in the data active = inhibition above about 36%;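 also: 0% = enzyme with DMSO and 100% = wells lacking enzyme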
TCR-CD3 inh: blocks the human TCR-CD3 interaction. TAMRA-labeled TCR probe fluorescence, biochemical. inhibition, % at 9.4 µM. 360,000 compounds, 0.37% hits. AID 651800; in the data active = inhibition above about 19%;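 also: recombinant mutant TCR 2C K166C tagged with TAMRA read by polarization; 0% = receptor in buffer alone and 100% = receptor with positive control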
rCAG RNA binder: r(CAG) repeat RNA binding; AID 651821; 370,000 compounds, 1.3% hits; TO-PRO-1 dye displacement fluorescence; inhibition, % at 3 µM;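 active = inhibition above the plate cutoff, the mean of all test compounds on that plate plus 3 SD, cut at about 35% in these data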;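 also: 0% = DMSO alone and 100% = 100 µM mitoxantrone as full dye displacement; higher means more dye released from RNA so lower well fluorescence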
PG9 Ab binder: binds the HIV-1 gp120 antibody PG9. TR-FRET gp120-PG9 antibody binding. inhibition, % at 6.7 µM. 360,000 compounds, 0.43% hits. AID 624416; in the data active = inhibition above about 8.5%
LEDGF integ inh: blocks HIV-1 LEDGF/p75-dependent DNA integration; TR-FRET IN-LEDGF/p75 DNA integration, Eu/Cy5; inhibition, % at 3.7 µM; 370,000 compounds, 0.64% hits; AID 743269;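 active = inhibition above the screen-wide mean plus 3 SD, cut at about 13% in these data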;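 also: signal is the Cy5 over europium emission ratio at 671 and 618 nm; 0% = plate median of compound wells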
NR1D1 modulator: modulators of human Rev-erb alpha DNA binding; Rev-erbα–FITC-DNA binding, fluorescence polarization, 90 min; activity, % at 10 µM; 370,000 compounds, 0.79% hits; AID 1259318;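 active = activity above about 14%, limit read from the data; passing the limit was not always enough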;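 also: 0% = DMSO wells with 35 nM protein and 100% = DMSO wells with 750 nM protein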
PRMT1 FP inh: PRMT1 (human) inhibition, primary screen. Q99873. recombinant PRMT1, activity-based probe fluorescence polarization. inhibition, % at 2.79 µM. 370,000 compounds, 1.3% hits;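 active = inhibition above about 21% made by adding two undisclosed values, limit read from the data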
Target sequence (Q99873 whole entry, looked up): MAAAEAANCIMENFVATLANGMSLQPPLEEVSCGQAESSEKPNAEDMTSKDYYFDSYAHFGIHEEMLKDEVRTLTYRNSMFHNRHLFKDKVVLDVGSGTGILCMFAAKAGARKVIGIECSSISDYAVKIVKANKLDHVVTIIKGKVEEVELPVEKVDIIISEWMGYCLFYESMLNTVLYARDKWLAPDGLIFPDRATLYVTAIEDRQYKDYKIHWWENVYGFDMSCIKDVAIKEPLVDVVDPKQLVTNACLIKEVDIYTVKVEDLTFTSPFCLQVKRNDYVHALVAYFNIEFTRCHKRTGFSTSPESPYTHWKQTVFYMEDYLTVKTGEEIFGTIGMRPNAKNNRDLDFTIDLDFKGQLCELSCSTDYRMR
TDP2 inh: blocks human TDP2 phosphodiesterase activity; O95551; recombinant TDP2, T5PNP hydrolysis, p-nitrophenol absorbance 415 nm; inhibition, % at 12.8 µM; 370,000 compounds, 0.34% hits; AID 720702;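 active = inhibition above the mean of all tested compounds plus 3 SD, set per campaign, cut at about 25% in these data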;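 also: 0% = DMSO with enzyme and 100% = buffer with substrate but no TDP2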
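Incubation: 2 h at 37 °C; Test system: recombinant human TDP2; Quantity: enzyme 120 nM; Read-out basis: percent inhibition; Medium: 50 mM Tris-HCl pH 7.5 with Mg2+, KCl, DTT, BSA; Repeats: single replicate; Compound: 12.8 µM single point, 1% DMSO; Signal: epi absorbance; Reagent: 5 mM T5PNP chromogenic substrate; Benchmarks: no-enzyme high, DMSO-plus-enzyme low.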
mABHD4 FP: ABHD4 (mouse) inhibition, primary FP screen. inhibition, % at 8.92 µM. purified mABHD4, FP-Rh probe fluorescence polarization. 370,000 compounds, 0.54% hits. Q8VD66;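 active = inhibition exceeding the mean over every tested compound plus 3 SD, cut at about 30% in these data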;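 also: 0% = plate median of compound wells and 100% = S159A mutant with DMSO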
Target sequence (Q8VD66 whole entry, looked up): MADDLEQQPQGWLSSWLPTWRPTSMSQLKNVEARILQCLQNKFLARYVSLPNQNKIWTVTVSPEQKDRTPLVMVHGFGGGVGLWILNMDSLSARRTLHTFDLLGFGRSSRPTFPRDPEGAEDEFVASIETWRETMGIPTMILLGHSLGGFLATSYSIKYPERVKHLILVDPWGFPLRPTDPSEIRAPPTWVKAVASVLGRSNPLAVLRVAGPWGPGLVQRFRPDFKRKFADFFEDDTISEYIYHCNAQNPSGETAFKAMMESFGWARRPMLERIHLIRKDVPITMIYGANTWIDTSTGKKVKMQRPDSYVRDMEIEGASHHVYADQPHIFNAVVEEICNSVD
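Test system: mABHD4 protein; Read-out basis: % inhibition; Incubation: 45 min + 60 min at 25 °C; Repeats: single replicate; Technique: fluorescence polarization with parallel and perpendicular emission, 525/598 nm; Compound: 8.92 µM, single dose; Benchmarks: full inhibition S159A mutant plus DMSO, zero as sample-well median.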
Numbers without * were called inactive; / = no result given. A portion of the library, so the mix of outcomes need not match the whole.

canonical_smiles	SIAE primary	HTRA1 inhibitor	TCR-CD3 inh	rCAG RNA binder	PG9 Ab binder	LEDGF integ inh	NR1D1 modulator	PRMT1 FP inh	TDP2 inh	mABHD4 FP
O=C(COc1ccc2c3c(c(=O)oc2c1)CCC3)N1CCCCC1	11	1	-3	-3	-1.3	-1	1	0	-15	1
CCC(=O)Nc1ccc(-c2nc(-c3ccccc3)n(CC(=O)N3CCCCC3)n2)cc1	3	1	-4	-2	1.3	1	-4	-1	2	1
Cc1ccc(NCC(=O)Nc2ccc(F)c(Cl)c2)cc1S(=O)(=O)N1CCOCC1	-6	-5	-1	5	0.9	-1	-2	-2	-14	-8
N#Cc1cccc(Cn2ccc3ccc(-c4ccc5ccn(Cc6ccccc6)c5c4)cc32)c1	0	/	/	20	/	7	15	5	0	12
O=C(NCc1ccccn1)Nc1cccc(F)c1	-4	-1	4	0	-3.3	2	-4	-3	8	0
CCN(CC)S(=O)(=O)c1cccc2cc(C(=O)O)c(O)cc12	-1	-3	7	11	2.1	-1	-3	0	2	6
Cc1noc(C)c1S(=O)(=O)Nc1ccc2c(c1)C(=O)N([C@H](C)CO)C[C@@H](C)[C@@H](CN(C)Cc1ccc3c(c1)OCO3)O2	-7	4	4	2	1.4	4	4	-11	-4	1
CCOC(=O)c1cc(-c2ccccc2)sc1NC(=O)c1cc(OC)c(OC)c(OC)c1	-4	1	-5	1	-0.6	-5	3	1	-5	-4
CCn1cc(C2=NC(c3ccccc3)CO2)c2ccccc21 (stereo not given)	4	-8	-14	2	1.8	-2	3	-8	-9	-3
CC(C)NC(=O)C1(C)CCN1Cc1ccc(C(F)(F)F)cc1 (stereo not given)	11	/	0	-3	1.3	0	11	1	0	5
CCc1ccc(NC(=S)N2CCNC(=O)C2CC(=O)OC)cc1 (stereo not given)	3	7	-3	0	-1.6	-3	1	-1	-1	-2
COc1cc(-c2cc(=O)c3c(C)cc(O)cc3o2)cc(OC)c1OC	-5	0	9	4	1.4	-1	-4	-3	2	0
COc1cc(F)ccc1-c1cc(C(=O)NCc2ccc(C(F)(F)F)cc2)[nH]n1	-10	/	3	0	0.7	-4	2	-3	-3	-30
NC1=NCC(O)=C1c1nc2ccccc2[nH]1	-7	7	-3	4	-2.1	-3	6	3	-1	7
Cc1ccc(C)c(N2CCN(C(=S)Nc3ccc4nc(N5CCN(C)CC5)cc(C)c4c3)CC2)c1	13	6	2	0	-1.8	2	6	-1	8	10
COC(=O)c1ccccc1NC(=O)c1ccc(COc2ccccc2)o1	-11	-29	4	4	1.3	-3	-5	3	-6	-23
CN(C)c1nc(N)nc(CSc2n[nH]c(-c3ccccc3)n2)n1	2	9	-8	2	1.7	-5	-6	3	1	1
CC1CN(C(=O)c2ccccc2)C(=Nc2cccc(S(=O)(=O)N(C)C)c2)S1 (stereo not given)	0	1	0	-8	1.3	-1	-5	0	13	3
O=C(COc1ccc(S(=O)(=O)N2CCCCC2)cc1)Nc1ccccc1F	1	-4	-6	-6	-2.6	-3	2	5	-5	1
Cc1cccc(N2CCN(CC(=O)N(C)Cc3ccccc3)CC2C)c1 (stereo not given)	4	-3	-3	-3	-1.8	3	0	-6	-18	-1
O=c1[nH]nc(Cc2ccc(-c3ccccc3Cl)o2)c2ccccc12	8	4	6	0	-0.5	0	34*	-2	0	-3
O=[N+]([O-])c1ccc(N/N=C/c2sc(N3CCOCC3)nc2-c2ccccc2)c(S(=O)(=O)Nc2ccc(Cl)cc2)c1	-2	9	-6	11	0.2	2	14	-4	-5	5
CCOC(=O)c1c(C)[nH]c(C(=O)COC(=O)C(C)Oc2ccc(Cl)cc2Cl)c1C (stereo not given)	-25	1	10	0	-0.5	0	-1	-1	15	5
Cc1nc(C)n(C)c(=O)c1-c1ccccc1	-3	-2	-5	-1	-3.5	2	-3	-4	-8	5
CCOc1cc(C2C(C(=O)c3ccc(C)cc3)=C(C(=O)OC)Nc3nnnn32)ccc1O (stereo not given)	-3	1	1	5	0.1	1	-7	0	-3	5
O=C1NN(c2ccccc2)C(=O)C1=Cc1ccccc1	4	1	-6	6	-0.8	1	4	5	4	10
CC(O)CNc1nc2ccccc2n1CC(=O)NCC(F)(F)F (stereo not given)	3	7	-4	-3	1.1	-3	3	2	-4	3
Cc1ccc(NC(=O)CCSCCC(=O)Nc2ccc(C)c(C)c2)cc1C	-3	-24	5	7	-1.1	-1	1	0	3	-3
CCc1nn(C(CC)C(=O)NCC(C)c2ccccc2)c(=O)c2cc3occc3n12 (stereo not given)	2	4	-3	0	-0.9	-3	-2	5	-15	-13
O=[N+]([O-])c1ccc(F)cc1OCc1cccc(S(=O)(=O)N2CCOCC2)c1	-4	-14	8	0	0.8	-3	-3	5	10	2

Further entries
| mol | SIAE primary | HTRA1 inhibitor | TCR-CD3 inh | rCAG RNA binder | PG9 Ab binder | LEDGF integ inh | NR1D1 modulator | PRMT1 FP inh | TDP2 inh | mABHD4 FP |
| --- | --- | --- | --- | --- | --- | --- | --- | --- | --- | --- |
| Cc1nc2ccccn2c1C(=O)N/N=C/c1ccc(CNC(=O)C(=O)Nc2ccccc2)o1 | 6 | 3 | 6 | 4 | -1.5 | 3 | -2 | -1 | -12 | 7 |
| Cc1c(NC(=O)c2cc(S(=O)(=O)N3CCCCC3)ccc2Cl)c(=O)n(-c2ccccc2)n1C | -2 | 5 | -8 | 6 | 1.2 | -3 | 6 | 4 | -7 | -11 |
| CS(=O)(=O)Nc1ccc(-c2nnc3n2CCCCC3)cc1 | -1 | 1 | 6 | -2 | -0.8 | -4 | 0 | -3 | -1 | 4 |
| COc1ccc(S(=O)(=O)N2CCC(C(=O)Nc3ccccc3N3CCCC3)CC2)cc1OC | 1 | 3 | -4 | -2 | -5.0 | 1 | 2 | 0 | 7 | -3 |
| COC(=O)C1CCN(C(c2ccc(OC)c(OC)c2)c2sc3nc(C)nn3c2O)CC1 (stereo not given) | 0 | 1 | -1 | 2 | 0.3 | 0 | 1 | 1 | 3 | 12 |
| C/C=C/C(=O)OCC(=O)Nc1cccc(Br)c1 | -14 | -4 | -7 | -2 | 1.4 | 0 | 0 | 7 | -3 | -15 |
| Cc1ccc(C(=O)CSc2cc(C)nc(SCC(=O)c3ccccc3)n2)cc1 | -6 | -34 | 4 | 4 | 2.5 | 2 | -6 | 1 | -13 | -3 |
| Cc1cccc(Oc2ccccc2NC(=O)CN2C(=O)NC3(CCCC3)C2=O)c1 | -7 | -9 | 0 | 0 | 2.3 | 4 | 5 | -6 | -20 | -7 |
| COc1cccc(NC(=O)NCCCSC2CCCCC2)c1 | 2 | -6 | 5 | -1 | 0.4 | 0 | 1 | -3 | -9 | -5 |
| O=C(CSc1nnc2ccc(-c3ccncc3)nn12)Nc1ccc(F)cc1 | 11 | 4 | 3 | 4 | 1.0 | 0 | 0 | -2 | 14 | -3 |
| CN1CCN(NC(=O)c2cc(-c3ccc(Cl)s3)nc3ccccc23)CC1 | 0 | 1 | -6 | 1 | 2.6 | 3 | -1 | -5 | 10 | -4 |
| O=C(Nc1ccc2nc(-c3ccccn3)c(-c3ccccn3)nc2c1)N1CCOCC1 | -4 | 9 | 2 | -2 | -1.2 | 1 | 2 | 2 | -5 | -1 |
| CCC(=O)c1c[nH]c(C(=O)NCc2cccs2)c1 | -6 | 4 | 6 | 1 | 1.2 | -1 | -3 | 0 | 4 | -6 |
| CCCCc1c(-c2ccccc2OC)ncn1Cc1ccc(C(C)(C)C)cc1 | 3 | / | 3 | 0 | 1.7 | 3 | 2 | 6 | 3 | 9 |
| CCOC(=O)[C@]12CCCC=C1N(Cc1ccc(Cl)cc1Cl)C(=O)[C@H](CC(=O)NCc1cccs1)C2 | 0 | / | 0 | 10 | -0.1 | -8 | 10 | 2 | -11 | -28 |
| COc1ccc(NC(=O)CSc2ccc3nnc(-c4ccccn4)n3n2)cc1 | -6 | 8 | 8 | 3 | -2.1 | 3 | 5 | -3 | -12 | -1 |
| CC(Oc1ccccc1)C(=O)Nc1ccc(S(=O)(=O)Nc2nccs2)cc1 (stereo not given) | 4 | -6 | -3 | 10 | 1.3 | -2 | 1 | 1 | -5 | 6 |
| O=C(NCc1ccccc1)c1ccc(S(=O)(=O)N2CCCc3ccccc32)cc1 | -8 | -28 | 3 | 0 | -0.5 | -3 | 1 | 2 | 0 | -8 |
| COc1ccc(/C=C/C(=O)c2ccc(NS(=O)(=O)c3ccc(C)cc3)cc2)cc1O | 8 | -48 | 0 | 43* | -0.5 | 2 | -7 | 2 | 6 | -44 |
| CCOC(=O)CSc1ccc2nnc(-c3cccs3)n2n1 | -9 | 0 | 3 | 3 | 0.7 | -4 | 3 | 10 | -6 | 3 |
| Oc1ccc(CN2CCN(c3ncccn3)CC2)cc1 | -5 | 0 | -2 | -4 | -2.2 | 3 | 5 | -3 | -17 | -5 |
| C#CCOCCOCCOCCNc1nc(N2CCN(C(=O)[C@H](CCCN=C(N)N)n3cc(C(N)[C@@H](C)CC)nn3)CC2)nc(N2CCN(C(=O)[C@H](CC(N)=O)n3cc([C@@H](N)CC(N)=O)nn3)CC2)n1 (stereo not given in full) | 4 | 5 | 7 | 8 | -0.6 | 4 | -2 | 1 | 6 | 9 |
| COc1cccc(N(C)C(=O)[C@@H](C)[C@@H](O)c2ccc(Cl)cc2)c1 | -2 | / | / | 1 | / | -3 | 2 | -1 | -5 | -1 |

Molecules above with a nitro group on carbon, in the order listed:
| mol | SIAE primary | HTRA1 inhibitor | TCR-CD3 inh | rCAG RNA binder | PG9 Ab binder | LEDGF integ inh | NR1D1 modulator | PRMT1 FP inh | TDP2 inh | mABHD4 FP |
| --- | --- | --- | --- | --- | --- | --- | --- | --- | --- | --- |
| O=[N+]([O-])c1ccc(N/N=C/c2sc(N3CCOCC3)nc2-c2ccccc2)c(S(=O)(=O)Nc2ccc(Cl)cc2)c1 | -2 | 9 | -6 | 11 | 0.2 | 2 | 14 | -4 | -5 | 5 |
| O=[N+]([O-])c1ccc(F)cc1OCc1cccc(S(=O)(=O)N2CCOCC2)c1 | -4 | -14 | 8 | 0 | 0.8 | -3 | -3 | 5 | 10 | 2 |

Ordered by the number under LEDGF integ inh (smallest number first): three from the list above.
| canonical_smiles | LEDGF integ inh |
| --- | --- |
| COC(=O)c1ccccc1NC(=O)c1ccc(COc2ccccc2)o1 | -3 |
| O=C(CSc1nnc2ccc(-c3ccncc3)nn12)Nc1ccc(F)cc1 | 0 |
| Cc1nc2ccccn2c1C(=O)N/N=C/c1ccc(CNC(=O)C(=O)Nc2ccccc2)o1 | 3 |
